# Screening results: PubChem BioAssay, National Center for Advancing Translational Sciences (NCATS)
# TDP1 cell CPT – DT40-hTDP1 cell growth loss with CPT; AID 686979; hit rate 12% among 420,000; Potency, µM (top dose mostly 46.2 µM), inactives show at the highest dose activity change, negative = growth inhibition, usual class: inhibitors; chicken DT40 Tdp1-/-;hTDP1 cells + 20 nM CPT, ATP luminescence, 48 h; further: nearly all actives have a fitted effect of over 55% in size
#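 Cell growth measured by CellTiter-Glo luminescence after a minimum 48 h, 37 C compound exposure with 20 nM CPT in Tdp1-knockout DT40 cells stably expressing hTDP1, seeded 400/well; qHTS titration format.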
# TDP1 cell noCPT – qHTS for Inhibitors of human tyrosyl-DNA phosphodiesterase 1 (TDP1): qHTS in cells in absence of CPT; DT40 Tdp1-/- hTDP1 cells, no CPT, ATP luminescence, 48 h; Potency, µM (titrated, usually from 46.2 µM), without a hit: top-dose activity change, negative = growth inhibition, hits mostly inhibitors; hit rate 15% among 420,000; further: nearly all actives have a fitted effect of over 55% in size
#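 DT40 Tdp1-/-;hTDP1 cells, no CPT (DMSO vehicle only), 400 cells/well; compounds pin-transferred; ≥48 hr, 37 °C; CellTiter-Glo 30 min RT dark, luminescence read.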
# GCN5L2 inh – blocks human GCN5L2 histone acetyltransferase; Q92830; GCN5L2 HAT assay, ThioGlo1 CoA-SH fluorescence; Potency, µM (titrated, usually from 58.9 µM), without a hit: at the top dose activity change, negative = inhibition, hits mostly inhibitors; hit rate 0.21% among 390,000
# Target sequence (Q92830 whole entry, looked up): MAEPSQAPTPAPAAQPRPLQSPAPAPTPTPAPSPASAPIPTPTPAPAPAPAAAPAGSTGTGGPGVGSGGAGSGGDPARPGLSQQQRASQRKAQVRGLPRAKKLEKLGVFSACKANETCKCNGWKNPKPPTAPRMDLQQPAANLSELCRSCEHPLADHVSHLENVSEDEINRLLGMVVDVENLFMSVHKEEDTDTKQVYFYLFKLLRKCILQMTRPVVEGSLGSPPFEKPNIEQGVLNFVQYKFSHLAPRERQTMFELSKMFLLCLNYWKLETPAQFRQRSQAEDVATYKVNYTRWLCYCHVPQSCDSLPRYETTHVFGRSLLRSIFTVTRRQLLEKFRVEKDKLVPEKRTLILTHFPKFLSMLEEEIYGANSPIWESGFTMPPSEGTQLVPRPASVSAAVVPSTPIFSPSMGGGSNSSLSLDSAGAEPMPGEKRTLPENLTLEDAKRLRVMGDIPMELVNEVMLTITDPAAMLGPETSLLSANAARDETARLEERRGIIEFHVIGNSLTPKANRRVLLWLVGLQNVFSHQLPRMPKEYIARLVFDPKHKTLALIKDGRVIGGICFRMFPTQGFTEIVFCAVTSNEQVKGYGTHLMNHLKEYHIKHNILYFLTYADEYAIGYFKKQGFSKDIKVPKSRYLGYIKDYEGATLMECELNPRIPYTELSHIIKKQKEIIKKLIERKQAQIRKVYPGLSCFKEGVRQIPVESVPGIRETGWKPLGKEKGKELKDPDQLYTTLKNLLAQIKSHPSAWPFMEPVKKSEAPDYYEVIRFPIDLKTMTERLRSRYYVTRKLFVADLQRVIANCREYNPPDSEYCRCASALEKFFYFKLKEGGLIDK
#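 GCN5L2 (20nM final) in 50mM HEPES, 0.1mM EDTA pH 7.5, 0.01% Tween-20 was preincubated 15 min at room temperature with compound, then given ThioGlo1 (50uM), H3(1-25) peptide (75uM) and acetyl-CoA (70uM); CoA-thiol fluorescence (Ex340/Em540) was read at 0 and 20 min.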
# The depositor's hits bear a star; ? = inconclusive; . = not tested or not shown. The call rests on the fitted dose curve; in most records, active means well fitted curve in the direction sought with a large enough effect; inconclusive means small, poorly fitted or top-dose-only effect, or another doubt; inactive means no such curve, though single readings can be large; an effect the other way counts as inactive or inconclusive. On the % scale 0 is the no-effect control and ±100 the full control effect; potency means the concentration at half of the fitted maximal effect.
SMILES,TDP1 cell CPT,TDP1 cell noCPT,GCN5L2 inh
C=CCN(CC=C)C(=S)NC(=O)c1ccc(OC)cc1,15µM*,5.2µM*,0%
CCOC(=O)c1c(C)n(S(=O)(=O)c2ccc(C)cc2)c2ccc(O)c(C(=O)O)c12,-4%,1%,-4%
N#CC(C(=S)Nc1ccccc1)c1nc2ccccc2[nH]1 (configuration not stated),5.2µM*,5.2µM*,-7%
COCCNC(=O)c1cnc2sc(N3CCC(C)CC3)nn2c1=O,-5%,-5%,-5%
CN(C)c1ccc(C=C2SC(=S)N(Cc3ccco3)C2=O)cc1,?,?,.
CCCCCNC(=O)C(CCc1ccccc1)n1c(=O)c(-c2ccccc2)nc2ccccc21 (configuration not stated),5.8µM*,5.8µM*,.
COc1ccc(CC(=O)NC(C)c2nnc(SCC(=O)c3ccc(OC)cc3)n2C)cc1 (configuration not stated),10%,-14%,-8%
CCOC(=O)C1CCCN(C(=O)c2cc(S(=O)(=O)N3CCCCC3)c[nH]2)C1 (configuration not stated),-1%,-9%,4%
Cc1ccc2c(CC(=O)NCC3COc4ccccc4O3)coc2c1 (configuration not stated),-5%,-18%,-11%
COc1ccc(CCNCC(O)COc2ccc(Cl)cc2)cc1OC (configuration not stated),?,-17%,-6%
N#Cc1cn(Cc2ccccc2)c2ccccc12,-13%,-19%,-9%
COCC(=O)Nc1nc2n(n1)C(c1ccccc1Cl)CC(c1ccc(OC)cc1)N2 (configuration not stated),3%,0%,0%
Cc1ccc(NC(c2ccc(Cl)cc2)c2nnc(-c3cccc(F)c3)o2)cc1C (configuration not stated),-6%,?,-5%
CNC(=O)C[C@H]1C(=O)N(CCc2ccccc2)C[C@@H]1Cc1ccccc1,-6%,?,.
O=C(/C=C/c1ccco1)c1ccc(NC(=O)C23CC4CC(CC(C4)C2)C3)cc1,21µM*,15µM*,-8%
C=CCn1c(C)cc(-c2csc(NC(=O)C3=COCCO3)n2)c1C,?,?,0%
CC(=Cc1ccccc1)C(=O)c1ccccc1,?,?,.
CCN(CC(=O)Nc1ccc2c(c1)OCCO2)C(=O)/C=C/c1ccc(OC)cc1OC,?,?,-6%
COc1ccc(NC(=O)C(C)Oc2ccc(/C(C)=N\O)cc2)cc1 (configuration not stated),?,?,1%
Cc1ccc2c(c1)c1ncn(Cc3ccc(F)cc3)c(=O)c1n2C,?,-28%,-8%
O=C(c1cc(COc2ccc(F)cc2Cl)on1)N1CCN(C2CCCC2)CC1,18µM*,?,2%
COc1ccc(-c2ccc(C(=O)Nc3cccc(F)c3)c3occc23)c(C)c1,?,?,.
CCN1CCc2c(sc(NC(=S)NC(=O)c3ccc(Cl)cc3)c2C(N)=O)C1,0%,?,0%
Cc1ccc(OCCC(=O)NNC(=O)c2cc(C)oc2C)cc1,-4%,-27%,2%
CC(=O)c1ccc(Nc2cc(C)nc3nc(Cc4ccc(Cl)cc4)nn23)cc1,?,-17%,-12%
O=C(CSc1nc2ccccc2o1)Nc1ccccc1N1CCCCCC1,?,?,-12%
CN(C)S(=O)(=O)N1CCc2ccc(NC(=O)c3ccccc3Cl)cc2C1,-1%,?,-5%
O=C(Nc1ccc(F)cc1F)N1CCc2c(sc3c2CCCC3)C1c1ccc(F)cc1 (configuration not stated),?,18µM*,-7%
S=c1[nH]nc(COc2ccc3c(c2)OCO3)n1-c1ccccc1,-4%,-14%,-3%
O=C(CSc1nnc(-c2ccc(F)cc2)c2ccccc12)Nc1c(F)cccc1F,?,?,-5%
COc1ccc(NS(=O)(=O)c2c(F)cc(F)c(Cl)c2F)cc1S(=O)(=O)N1CCCCC1,2%,-4%,-3%
COc1ccc(-c2csc3nc(-c4ccc(F)cc4)oc(=O)c23)cc1OC,?,8%,1%
CCCOc1ccc(C(=O)Nc2nonc2-c2ccc(OCC)cc2)cc1,-3%,-23%,1%
COCCNc1nc(NC(C)C)nc2ccsc12,-30%,-22%,.
CCc1ccc2oc(-c3ccc(NC(C)=O)cc3)nc2c1,8%,-24%,-6%
O=C(NCc1cccnc1)c1cccs1,-1%,0%,-9%
COc1ccc(CN2CNc3c(c(=O)n(C)c(=O)n3C)C2)cc1,-26%,-1%,0%
CCn1cc(/C=C(\NC(=O)c2cc(OC)c(OC)c(OC)c2)C(=O)NCCCn2ccnc2)c2ccccc21,-27%,?,-12%
CN(C(=O)COC(=O)CCc1nc2ccccc2c(=O)[nH]1)C1CCS(=O)(=O)C1 (configuration not stated),-3%,9%,-5%
CC(=O)c1cccc(S(=O)(=O)N2CCCC(c3nc4c(nnn4Cc4ccc(C)cc4)c(=O)[nH]3)C2)c1 (configuration not stated),?,-28%,-2%
CN(C)c1ccc(N=Nc2ccc3ncccc3c2)cc1,-14%,-27%,.
COc1ccc(C(=O)NCC(=O)N/N=C(\C)Cc2ccccc2)cc1,4%,-3%,-6%
C=CC[C@H](CC(=O)N[C@H](CO)Cc1ccccc1)C(=O)N[C@@H](COC(=O)[C@@H](CC=C)Cc1ccc(F)cc1)Cc1c[nH]c2ccccc12,?,?,1%
Cc1ccc(C(=O)Nc2ccccc2C(=O)NCc2ccccc2)cc1,?,?,-6%
O=C(CSc1nc2c(cnn2-c2ccc(F)cc2)c(=O)[nH]1)N1CCCCC1,?,-3%,-17%

# Given with values under each structure: two of the compounds above.
# Value order: TDP1 cell CPT	TDP1 cell noCPT	GCN5L2 inh
COc1ccc(C(=O)NCC(=O)N/N=C(\C)Cc2ccccc2)cc1
    4%	-3%	-6%
COc1ccc(NS(=O)(=O)c2c(F)cc(F)c(Cl)c2F)cc1S(=O)(=O)N1CCCCC1
    2%	-4%	-3%

# (cont.)
SMILES,TDP1 cell CPT,TDP1 cell noCPT,GCN5L2 inh
O=S(=O)(c1cc(F)ccc1F)N1CCN2CCCC2C1 (configuration not stated),21%,8%,1%
CCCNc1nc(N2CCOCC2)nc(N2CCOCC2)n1,-25%,-21%,-2%
COc1ccc(CC(=O)NC(C)c2nnc(SCC(=O)Nc3ccccc3)n2C)cc1 (configuration not stated),0%,-18%,-6%
COc1ccc(C2=NOC3(CC(=O)N(c4ccc(Cl)cc4)C3=O)C2)c(OC)c1 (configuration not stated),-2%,-6%,-2%
COc1cc(NC(=O)c2cncc(-c3ccc(C#N)cc3)c2)cc(C(=O)Nc2cccc(C(F)(F)F)c2)c1,16µM*,10µM*,-12%
CCOCCCNC(=O)CSc1ccccc1,11%,-7%,-6%
C#CC(C)(CC)NC(=O)c1cc2nc(C3CC3)cc(C(F)(F)F)n2n1 (configuration not stated),2%,-7%,-5%
CCOC(=O)c1c(C)[nH]c(C)c1S(=O)(=O)N1CCCC(C(=O)Nc2ccc(C)c(N(C)C)c2)C1 (configuration not stated),?,?,3%
COc1ccc(-c2[nH]ncc2CN(CC2CCC(=O)N2)C(C)C)cc1F (configuration not stated),?,?,13%
Cc1ccc(-c2nn(-c3ccccc3)cc2/C=C(\C#N)c2cccc(C#N)c2)o1,?,?,-10%
CCOC1=C2CN(S(=O)(=O)c3ccc(C)cc3)[C@@H](c3ccc(CC)cc3)C[C@H]2[C@H]2C(=O)N(c3ccccc3)C(=O)[C@H]2C1,0%,-12%,.
CCOc1ccc(C(=O)OCC(=O)N(Cc2ccccc2)Cc2ccccc2)cc1OC,21µM*,?,-9%
Cc1ccc(S(=O)(=O)C(CNC(=O)c2ccc(C(F)(F)F)cc2)c2ccco2)cc1 (configuration not stated),?,?,-3%
CSCC[C@H](NC(=O)N1CCn2c1nc1ccccc12)C(=O)N[C@H](Cc1ccccc1)C(=O)O,15%,1%,1%
Cc1cccc(N2CCN(C(=O)c3ccc(Cl)c(NC4=NC5CS(=O)(=O)CC5S4)c3)CC2C)c1 (configuration not stated),?,?,-15%

# Some of the entries so far, with bars between the fields.
compound | TDP1 cell CPT | TDP1 cell noCPT | GCN5L2 inh
CC(=O)c1cccc(S(=O)(=O)N2CCCC(c3nc4c(nnn4Cc4ccc(C)cc4)c(=O)[nH]3)C2)c1 (configuration not stated) | ? | -28% | -2%
CN(C)c1ccc(N=Nc2ccc3ncccc3c2)cc1 | -14% | -27% | .
COc1ccc(C(=O)NCC(=O)N/N=C(\C)Cc2ccccc2)cc1 | 4% | -3% | -6%
C=CC[C@H](CC(=O)N[C@H](CO)Cc1ccccc1)C(=O)N[C@@H](COC(=O)[C@@H](CC=C)Cc1ccc(F)cc1)Cc1c[nH]c2ccccc12 | ? | ? | 1%
Cc1ccc(C(=O)Nc2ccccc2C(=O)NCc2ccccc2)cc1 | ? | ? | -6%
O=C(CSc1nc2c(cnn2-c2ccc(F)cc2)c(=O)[nH]1)N1CCCCC1 | ? | -3% | -17%
O=S(=O)(c1cc(F)ccc1F)N1CCN2CCCC2C1 (configuration not stated) | 21% | 8% | 1%
CCCNc1nc(N2CCOCC2)nc(N2CCOCC2)n1 | -25% | -21% | -2%
COc1ccc(CC(=O)NC(C)c2nnc(SCC(=O)Nc3ccccc3)n2C)cc1 (configuration not stated) | 0% | -18% | -6%
COc1ccc(C2=NOC3(CC(=O)N(c4ccc(Cl)cc4)C3=O)C2)c(OC)c1 (configuration not stated) | -2% | -6% | -2%
COc1cc(NC(=O)c2cncc(-c3ccc(C#N)cc3)c2)cc(C(=O)Nc2cccc(C(F)(F)F)c2)c1 | 16µM* | 10µM* | -12%
CCOCCCNC(=O)CSc1ccccc1 | 11% | -7% | -6%
C#CC(C)(CC)NC(=O)c1cc2nc(C3CC3)cc(C(F)(F)F)n2n1 (configuration not stated) | 2% | -7% | -5%
CCOC(=O)c1c(C)[nH]c(C)c1S(=O)(=O)N1CCCC(C(=O)Nc2ccc(C)c(N(C)C)c2)C1 (configuration not stated) | ? | ? | 3%
COc1ccc(-c2[nH]ncc2CN(CC2CCC(=O)N2)C(C)C)cc1F (configuration not stated) | ? | ? | 13%
Cc1ccc(-c2nn(-c3ccccc3)cc2/C=C(\C#N)c2cccc(C#N)c2)o1 | ? | ? | -10%
CCOC1=C2CN(S(=O)(=O)c3ccc(C)cc3)[C@@H](c3ccc(CC)cc3)C[C@H]2[C@H]2C(=O)N(c3ccccc3)C(=O)[C@H]2C1 | 0% | -12% | .
CCOc1ccc(C(=O)OCC(=O)N(Cc2ccccc2)Cc2ccccc2)cc1OC | 21µM* | ? | -9%

# Further structures follow:
SMILES,TDP1 cell CPT,TDP1 cell noCPT,GCN5L2 inh
CC(C)Oc1ccc(C(=O)Nc2ccc(N3CCN(C(=O)c4ccco4)CC3)cc2)cc1,?,?,0%
CCn1c(SCc2c(F)cccc2Cl)nc(=O)c2c(C(=O)OC)cc(C3CC3)nc21,-8%,?,-22%
COc1ccc(Nc2ccc(N3C(=O)CC(C)C3=O)cc2[N+](=O)[O-])cc1OC (configuration not stated),0%,-15%,-3%
COC(=O)c1cc2oc3ccccc3c2n1Cc1c(F)cccc1Cl,-8%,-1%,-2%
COc1ccc(CC(=O)O/N=C(\N)c2ccccc2)cc1OC,-3%,-9%,-15%
COc1ccc(-c2sc3cc4c(cc3c2-c2ccc(OCCN3CCCCC3)cc2)OCO4)cc1,16µM*,21µM*,-5%
COC(=O)c1ccc(CSc2nnc3nc(C)cc(C)n23)cc1,?,-29%,1%
O=C(NCc1ccco1)Nc1cccs1,-1%,-18%,-1%
CCCCN(C(=O)c1cccc(N2C(=O)c3ccccc3C2=O)c1)c1c(N)n(CC(C)C)c(=O)[nH]c1=O,5%,-8%,1%
Cc1cccc(Cn2cc3c(=O)n(CC(=O)Nc4c(C)cccc4C)nc-3c3cc(F)ccc32)c1,-1%,-8%,-2%
O=C(NCCCN1CCOCC1)c1ccc2nc(Cc3ccccc3F)oc2c1,10%,2%,-2%
O=C(NCc1cccs1)c1ccc2c(c1)N(Cc1ccccc1Cl)C(=O)c1ccccc1S2,-15%,-25%,1%
CC(=O)c1c(C)[nH]c(C(=O)OCn2nnc3ccccc3c2=O)c1C,16µM*,16µM*,-2%
Cc1ccc(C(=O)NC(=O)CSc2nncn2C)cc1,2%,-17%,-4%
c1ccc(CN2CCC(Nc3ncnc4sccc34)CC2)cc1,10%,2%,-2%
Cc1cccc(-c2nc3scc(CCNS(=O)(=O)c4c(C)noc4C)n3n2)c1,?,?,-7%
C=CCn1c(SCC(=O)NCCCC)nc2scc(-c3ccco3)c2c1=O,?,?,-17%
COC(=O)c1cc(-c2ccc(S(=O)(=O)N3CCCC3)cc2)c(C(F)(F)F)s1,10%,?,1%
Cc1cccc(C)c1NC(=O)C(c1ccc(-c2ccccc2)cc1)n1c(=O)c(-c2cc3ccccc3[nH]2)nc2ccccc21 (configuration not stated),?,?,.
Cc1cccc(C(=O)Nc2ccc(-c3nc4cc(C(C)C)ccc4o3)cc2)c1,16µM*,16µM*,-5%
O=C(NC(=S)Nc1ccc2[nH]c(=O)[nH]c2c1)c1cncc(Br)c1,21%,1%,1%

# Compounds as they come; 18% or so of the library scored in one or more.
